HKDC1 inh = HKDC1 hexokinase inhibitors, primary screen, biochemical, fluorescence, uHTS; AID 493160, 2011; 0.16% of 340,000 active; inhibition, % at 20 µM; Q2TB90; recombinant HKDC1, G6PDH/diaphorase resazurin coupled fluorescence;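 active = inhibition above about 35% when tested at 20 µM, limit read from the data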;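 also: plate controls were DMSO wells with enzyme for no effect and DMSO wells lacking enzyme for full effect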
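Test system: recombinant HKDC1 (HK5) hexokinase enzyme, produced in-house; Amount: enzyme 5 µg/mL final; Buffer or medium: Tris pH 8.0 buffer with MgCl2, Tween-20, BSA, BME; Reagent: glucose and ATP substrates; Doses: 20 µM test compound, 1% DMSO; Incubation: 90 min reaction incubation at room temperature, dark; Detection: resorufin fluorescence at 613 nm.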
Jurkat NFkB inh = inhibitors of induced NF-kB luciferase reporter, primary screen, TCR NF-kB activation inhibitor project, cell-based, luminescence, uHTS; Jurkat, PMA/ionomycin-induced NF-kB luciferase reporter; inhibition, % at 4 µM; 0.53% of 330,000 active; AID 435003, 2010
SENP7 block = SENP7 protease inhibitors, primary screen, biochemical, luminescence, uHTS | recombinant SENP7, Z-RLRGG-aminoluciferin luminescence, 40 min | inhibition, % at 5 µM | 1.5% of 330,000 active | Sentrin-specific protease 7 (Homo sapiens), Q9BQF6;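 active = inhibition above about 50% at the single test dose, limit read from the data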;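 also: plate controls were DMSO with enzyme for no effect and no enzyme buffer wells for full effect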
Target sequence (Q9BQF6 706-1050 limits assumed): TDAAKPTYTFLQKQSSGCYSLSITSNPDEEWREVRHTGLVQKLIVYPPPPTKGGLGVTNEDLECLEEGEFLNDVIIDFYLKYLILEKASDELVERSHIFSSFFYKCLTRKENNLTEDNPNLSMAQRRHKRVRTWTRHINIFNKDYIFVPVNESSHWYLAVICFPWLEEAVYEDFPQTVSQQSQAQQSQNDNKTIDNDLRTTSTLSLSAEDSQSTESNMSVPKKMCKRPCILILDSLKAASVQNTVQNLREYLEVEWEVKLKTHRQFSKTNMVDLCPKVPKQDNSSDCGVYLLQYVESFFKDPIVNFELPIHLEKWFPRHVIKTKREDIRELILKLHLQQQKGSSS
697 NFkB inh = inhibitors of PMA/ionomycin-induced NF-kB reporter, 697 cells, primary screen, B-cell NF-kB inhibitor project, cell-based, luminescence, uHTS; 697 B-cell NF-kB luciferase reporter, 16 h; inhibition, % at 4 µM; 0.33% of 330,000 active; AID 435022, 2010; in the data active = inhibition above about 35%
UBC13 polyUb = UBC13 polyubiquitin chain formation inhibitors, primary screen, biochemical, TR-FRET, uHTS. Ubiquitin-conjugating enzyme E2 N (Homo sapiens), P61088. AID 485273, 2010. inhibition, % at 20 µM. 0.47% of 330,000 active; in the data active = inhibition above about 45%, passing the limit was not always enough
Target sequence (P61088 whole entry, looked up): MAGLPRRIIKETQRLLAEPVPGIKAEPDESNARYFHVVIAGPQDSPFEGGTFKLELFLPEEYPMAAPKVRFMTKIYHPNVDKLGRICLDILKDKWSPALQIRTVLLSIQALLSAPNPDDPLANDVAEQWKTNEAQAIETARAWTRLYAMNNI
Apaf-1 inh = inhibitors of human Apaf-1 apoptosome, primary screen, biochemical, DEVD-Rh110 fluorescence, uHTS; Apoptotic protease-activating factor 1 (Homo sapiens), O14727; inhibition, % at 20 µM; 0.71% of 330,000 active; AID 489030, 2010; reconstituted apoptosome caspase-3 activity; active = inhibition of at least 40% at 20 µM;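 also: plate controls were DMSO wells for no effect and DEVD-CHO caspase inhibitor wells for full effect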
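Material: biochemical Apaf-1 apoptosome reconstitution. Medium: Hepes buffer, pH 7.5. Also added: cytochrome c activation, bis-DEVD rhodamine 110 substrate. Timing: 30 min compound preincubation, 50 min activation, room temperature. Measured by: rhodamine 110 fluorescence at Ex 480/Em 540 nm.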
Gli-Sufu antag = Gli-Sufu pathway antagonists, primary screen, luciferase luminescence, Sufu-KO-LIGHT cells, uHTS; Sufu-KO-LIGHT fibroblasts, Gli luciferase reporter luminescence; inhibition, % at 5 µM; 0.74% of 340,000 active; AID 588413, 2011;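 active = inhibition above about 55%, limit read from the data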;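 also: 0% = DMSO-treated cells and 100% = wells with medium but no cells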
SENP8 block = SENP8 protease inhibitors, primary screen, biochemical, luminescence; Sentrin-specific protease 8 (Homo sapiens), Q96LD8; purified SENP8, Z-RLRGG-aminoluciferin cleavage; inhibition, % at 10 µM; 1.2% of 330,000 active
Target sequence (Q96LD8 whole entry, looked up): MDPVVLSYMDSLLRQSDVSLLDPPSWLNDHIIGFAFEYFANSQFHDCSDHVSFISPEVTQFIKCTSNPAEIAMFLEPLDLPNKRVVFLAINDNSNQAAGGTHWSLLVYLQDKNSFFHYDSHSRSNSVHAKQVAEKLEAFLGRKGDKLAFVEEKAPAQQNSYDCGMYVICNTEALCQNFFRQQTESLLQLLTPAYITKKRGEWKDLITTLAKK
* hit, by the source's call; / = no result given. Rule as the data show it, unless noted: active = inhibition above about 50%; inactive = the rest. Rows are unselected; overall some 3.6% were active at least once.

SMILES | HKDC1 inh | Jurkat NFkB inh | SENP7 block | 697 NFkB inh | UBC13 polyUb | Apaf-1 inh | Gli-Sufu antag | SENP8 block
Nc1nc2nc(-c3ccc(OCc4ccccc4)cc3)cc(C(F)(F)F)n2n1 | -7 | 15 | 14 | 14 | 10 | 16 | -7 | 1
CC(=O)c1cccc(CN2CCN(Cc3ccccc3)C(CCO)C2)c1 (centres undefined) | -8 | -33 | -6 | 0 | -20 | 12 | 27 | 1
CS(=O)(=O)c1cccc(NC(=O)CSc2nnc3n2CCCCC3)c1 | -5 | 10 | -5 | 14 | 4 | -5 | 1 | 8
Cn1cncc1C#Cc1c(C=O)[nH]c2ccccc12 | 10 | 8 | 0 | -4 | 4 | 10 | 3 | 5
COc1cc([N+](=O)[O-])ccc1NC(=S)NNC(=O)CCC(=O)Nc1ccccc1Cl | -4 | 2 | -8 | -5 | -9 | -7 | 3 | -5
Cc1ccc(NC(=O)CNc2cccc(C)c2C)c(C)c1 | 2 | -2 | -2 | 5 | -3 | 7 | -3 | -7
O=C(NCCc1c[nH]c2ccccc12)c1cc2sccc2n1Cc1ccccc1 | 6 | -22 | -9 | -12 | -6 | 11 | -6 | -2
Cc1cc(NC(=O)c2cc3ncc(Br)cn3n2)no1 | 2 | -9 | 8 | 5 | -2 | -6 | -4 | -7
Cc1ccc2nc(-c3ccccc3)oc(=O)c2c1 | 1 | -6 | 35 | -6 | 3 | 6 | -6 | -13
Cc1ccc(NC2c3ncccc3C(=O)N2C2CCCCC2)cc1C (centres undefined) | 14 | 6 | -5 | -7 | -2 | -5 | 0 | 1
Cn1cccc1CNC1CCCCC1 | -14 | 4 | 3 | 8 | 6 | -33 | 4 | 4
Cn1c(SC(C(=O)Nc2ccc(F)cc2)c2ccccc2)nc2ccccc21 (centres undefined) | -6 | 6 | -3 | 6 | 3 | 10 | 2 | 0
Cc1ccc2c(c1)c(C1=NC(=S)NC1=O)c(O)n2C | 22 | -15 | -4 | -10 | -66 | -19 | 6 | -4
O=C(N/N=C/c1cc([N+](=O)[O-])ccc1N1CCCCCC1)c1ccccn1 | 0 | -11 | -7 | 3 | -34 | 6 | 13 | 7
C=CCN(CC=C)CCOc1ccc(OC(C)C)cc1 | -4 | -29 | -19 | -2 | -4 | 1 | 15 | -16
O=C(/C=C/c1ccc(Cl)cc1)NCCCN1CCOCC1 | -5 | -5 | 10 | -4 | -4 | -5 | -3 | -2
Cc1cccc(C(=O)Nc2scc(CC(C)C)c2C(=O)O)c1 | -11 | -5 | 9 | 8 | -3 | 22 | -3 | 19
COc1ccccc1NS(=O)(=O)c1cc2c3c(c1)CCN3C(=O)CC2 | 1 | -7 | -2 | 24 | -6 | 3 | -6 | -4
CC(C)=CCC/C(C)=C/CNC(=O)C[C@H]1C[C@H](C(=O)N2CCCCC2)[C@@]2(C)c3[nH]c4cc(-c5ccco5)ccc4c3CCN2C1=O | 10 | / | 1 | 1 | / | 31 | 10 | /
CNC(=O)c1cc2ccccc2o1 | -9 | -4 | -3 | 8 | -5 | 10 | -2 | 1
Cn1c(=O)c2c(ncn2CC(=O)N2CCN(c3ccc(F)cc3)CC2)n(C)c1=O | -2 | -7 | -1 | 15 | 8 | -2 | -1 | -2
CCOC(=O)C1CCN(C(=O)N(CC)CC)CC1 | -4 | 4 | 2 | 5 | 5 | -13 | -5 | 3
CC1(C)Cc2c(C#N)c(NCCc3ccccc3)nc(-c3ccco3)c2CO1 | 7 | 8 | 3 | 14 | -6 | 18 | 32 | 3
O=P1(O)C=C(c2ccccc2)NC(c2ccccc2)=C1 | -4 | -14 | -6 | -14 | -2 | -6 | 17 | 2
O=C(CCc1c[nH]c2ccccc12)NCCc1ccc2c(c1)OCCO2 | -5 | -10 | 11 | -4 | -5 | 9 | 2 | 7

More results:
SMILES | HKDC1 inh | Jurkat NFkB inh | SENP7 block | 697 NFkB inh | UBC13 polyUb | Apaf-1 inh | Gli-Sufu antag | SENP8 block
O=S(=O)(c1cccc2nsnc12)N1CCOCC1 | 2 | 2 | 12 | 27 | -7 | -8 | -8 | -1
O=C(CSc1ncnc2ccccc12)NCCCO | -5 | 22 | 4 | -3 | 7 | -6 | 19 | -4
COc1ccc(S(=O)(=O)Nc2ccccc2-c2nnn(CC(=O)Nc3ccccc3OC)n2)cc1 | 2 | 13 | 0 | -9 | 2 | 7 | 34 | -1
O=C(COC(=O)c1cc[n+]([O-])cc1)Nc1ccc(Cl)cc1[N+](=O)[O-] | 7 | 3 | 7 | 7 | 5 | 4 | 2 | -3
NC(=O)c1c(NC(=O)CSc2nnc(-c3ccccc3)n2CC2CCCO2)sc2c1CCC2 (centres undefined) | -6 | 12 | 2 | 9 | 0 | -5 | 1 | 3
C#CCCC(=O)c1ccccc1/C=[N+](\[O-])c1ccccc1 | 6 | -2 | 1 | -4 | -34 | -4 | 0 | -1
CC(C)=CCCC(C)CN1CCC(N2CCC(C(=O)N3CCCC3)CC2)CC1 (centres undefined) | -1 | 30 | 3 | -5 | -3 | -12 | 15 | 5
CCOc1ccc(NC(=O)C2CCN(S(=O)(=O)c3cccnc3)CC2)cc1 | -5 | -1 | 4 | 5 | 3 | 8 | 28 | -5
CC(=O)N1CCN(Cc2nc3cc([N+](=O)[O-])ccc3n2C)CC1 | 0 | -4 | -6 | 0 | 1 | -36 | 2 | -3
Cc1cc(C(=O)COC(=O)c2ccc3c(c2)NC(=O)CS3)c(C)n1CC1CCCO1 (centres undefined) | -12 | 6 | -4 | 4 | 1 | -1 | 5 | 1
Cc1ccc(NC(=S)c2ccncc2)c(C)c1 | -2 | 5 | 8 | 7 | -6 | 10 | 8 | -10
COCCCN(C(=O)c1cc2c(s1)CCCCC2)c1c(N)n(Cc2ccccc2)c(=O)[nH]c1=O | -1 | 7 | -17 | 17 | -3 | 9 | -13 | -7
CCOC(=O)C1CCN(S(=O)(=O)CCNC(=O)c2ccccc2)CC1 | -6 | 4 | 9 | 13 | 1 | -3 | -7 | -4
CC1(C)NC(=O)N(CC(O)CN(c2cccc([N+](=O)[O-])c2)S(=O)(=O)c2ccccc2)C1=O (centres undefined) | -5 | 2 | -4 | -8 | -10 | 1 | 8 | -1
COc1ccc(S(=O)(=O)N/N=C\c2ccc3c(c2)OCO3)cc1 | -9 | -2 | 4 | 13 | 10 | -9 | 36 | -1
Cc1ccc(C)c(OCCC(=O)OCC(=O)N2CCN(c3ccccc3)CC2)c1 | -2 | -21 | -12 | -10 | 4 | 22 | -1 | -13
Cc1cc(C(=O)N2CCC(C(=O)O)CC2)c(C(F)(F)F)o1 | -6 | 13 | 1 | -26 | -3 | -10 | -4 | 2
COc1cc(/C=C/C(=O)NCCc2ccc(S(N)(=O)=O)cc2)ccc1OCC#N | 3 | 2 | 6 | 9 | -1 | -20 | 5 | 1
CCN(CC)CCCNC(=O)c1oc2ccc(S(=O)(=O)N3CC(C)CC(C)C3)cc2c1C (centres undefined) | -3 | 0 | 3 | -4 | 12 | 24 | -10 | 4
COc1ccc([N+](=O)[O-])cc1NCc1ccccc1 | -2 | -24 | -7 | -47 | -12 | 21 | -19 | -15
CC(=O)NC(Cc1cc(C)ccc1C)C(=O)N1CCN(C(=O)Nc2ccc(C(C)=O)cc2)CC1 (centres undefined) | -13 | -2 | 4 | 9 | 2 | -5 | -4 | 0
CCCC(=O)N1c2ccccc2C(N(C(C)=O)c2ccccc2)CC1C (centres undefined) | -6 | -3 | 2 | 24 | 11 | 0 | 20 | 0
COc1cc(/C=N/n2c(-c3ccccc3)n[nH]c2=S)ccc1O | -3 | -3 | -3 | 10 | -4 | -9 | 10 | -10
O=C(CN1C(=O)c2cccnc2Oc2ccc(Cl)cc21)NCCc1ccccc1 | -8 | -19 | 2 | -15 | -4 | 6 | -23 | -1
O=C(Nc1cc([N+](=O)[O-])ccc1F)C1CCN(S(=O)(=O)c2cccs2)CC1 | 0 | -16 | -6 | -24 | -15 | 1 | 10 | -4

Part of the list above, as a markdown table.
| molecule | HKDC1 inh | Jurkat NFkB inh | SENP7 block | 697 NFkB inh | UBC13 polyUb | Apaf-1 inh | Gli-Sufu antag | SENP8 block |
| --- | --- | --- | --- | --- | --- | --- | --- | --- |
| COc1ccc([N+](=O)[O-])cc1NCc1ccccc1 | -2 | -24 | -7 | -47 | -12 | 21 | -19 | -15 |
| CC(=O)NC(Cc1cc(C)ccc1C)C(=O)N1CCN(C(=O)Nc2ccc(C(C)=O)cc2)CC1 (centres undefined) | -13 | -2 | 4 | 9 | 2 | -5 | -4 | 0 |

Following part:
SMILES | HKDC1 inh | Jurkat NFkB inh | SENP7 block | 697 NFkB inh | UBC13 polyUb | Apaf-1 inh | Gli-Sufu antag | SENP8 block
CCOc1ccccc1CN1CCNC(=O)C1CC(=O)N(C)CCc1ccccn1 (centres undefined) | -6 | -1 | 13 | -7 | -2 | -7 | 1 | -15
CCOC(=O)/C(O)=C/c1ncc(C(F)(F)F)cc1Cl | -2 | -2 | -5 | -15 | -19 | 4 | 6 | -6
CN(C)N=Nc1ccc(S(=O)(=O)NC(=O)Cc2ccccc2)cc1 | -4 | -6 | 0 | -7 | -4 | -6 | 0 | -7
CCOc1ccc(C(c2c(NC(=O)c3ccco3)sc(C)c2C)N2CCOCC2)cc1 (centres undefined) | 2 | 5 | 1 | 14 | 9 | 7 | / | 6
CC(C)CNS(=O)(=O)c1ccc(OCC(=O)NCc2ccco2)cc1 | 14 | -12 | -7 | -23 | -4 | -8 | -1 | -7
Cn1c(=O)c2c([nH]c(=O)n2C)n(C)c1=O | 4 | -12 | -12 | -9 | -4 | 8 | 7 | -4
CCC1(C(=O)c2ccccc2)C(c2ccc([N+](=O)[O-])cc2)C1(C(=O)OC)C(=O)OC (centres undefined) | -8 | -12 | 6 | 13 | 6 | 14 | 3 | 4
CCOC(=O)Nc1cc(OCC)c(NC(=O)C2CC2)cc1OCC | -2 | 17 | 4 | 15 | -10 | -19 | -2 | -7
COc1ccccc1NS(=O)(=O)c1ccc(C(=O)NCCCn2ccnc2)cc1 | -3 | -25 | -6 | 14 | 5 | -4 | 1 | -6
COc1cc(NC(=O)COc2cc3oc(=O)cc(C)c3cc2Cl)cc(OC)c1OC | 5 | 3 | 5 | -2 | 10 | 10 | 29 | 0
CCCc1nc2c(=O)n(C)c(=O)[nH]c2n1CCC | -5 | 6 | -5 | 4 | 3 | -2 | 3 | 2
CCC(CC)c1nnc(NC(=O)c2cc([N+](=O)[O-])ccc2N2CCOCC2)s1 | -3 | 6 | 2 | -10 | 4 | 8 | -13 | 6
O=C1CSC(c2cccnc2)N1Cc1ccc(Cl)c(Cl)c1 (centres undefined) | -2 | 13 | 9 | 1 | -1 | -7 | 8 | -1
CCN(CC(=O)Nc1ccc(Br)c(C)c1)CC(=O)NC(C)C | 0 | 4 | -5 | 5 | 20 | -27 | 18 | -1
CC1(C)Cc2c(cnn2-c2ccccc2)C(NC(=O)C2(C(N)=O)CC2)C1 (centres undefined) | -6 | 13 | -6 | -3 | 5 | 0 | 1 | 5

4 entries drawn at random from the list so far:
SMILES | HKDC1 inh | Jurkat NFkB inh | SENP7 block | 697 NFkB inh | UBC13 polyUb | Apaf-1 inh | Gli-Sufu antag | SENP8 block
CCOC(=O)C1CCN(C(=O)N(CC)CC)CC1 | -4 | 4 | 2 | 5 | 5 | -13 | -5 | 3
CCOc1ccc(NC(=O)C2CCN(S(=O)(=O)c3cccnc3)CC2)cc1 | -5 | -1 | 4 | 5 | 3 | 8 | 28 | -5
CC(C)CNS(=O)(=O)c1ccc(OCC(=O)NCc2ccco2)cc1 | 14 | -12 | -7 | -23 | -4 | -8 | -1 | -7
CCOC(=O)Nc1cc(OCC)c(NC(=O)C2CC2)cc1OCC | -2 | 17 | 4 | 15 | -10 | -19 | -2 | -7
